# Screening data deposited in PubChem by several laboratories.
# CRFR2-BP antag: blocks CRF-induced signaling of the CRF-BP/CRF-R2 complex | 350,000 compounds, 0.59% hits | inhibition, % at 11.8 µM | HEK293 CRF-R2/CRF-BP, CRF-induced calcium fluorescence | AID 588475;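 active means inhibition of the ligand-induced calcium signal above about 50% at the single tested concentration, limit read from the data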
# IDE cell inh: cellular human IDE inhibition. 320,000 compounds, 0.41% hits. HEK cells, FAbetaB cleavage, fluorescence polarization. P14735. inhibition, % at 5.59 µM;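 active means percent inhibition above the average of all tested compounds plus 3 SD, set per screening campaign, cut at about 16% in these data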;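 further: IDE supplied by intact live HEK cells; FP after avidin binding of uncleaved biotin substrate so inhibition keeps polarization high; 0% = DMSO wells and 100% = 60 µM reference IDE inhibitor Ii1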
# IDE cell activ: IDE (human) activation, cell-based | P14735 | HEK cells, FAbeta-B cleavage, fluorescence polarization; 0% vehicle, 100% cell-free pure enzyme wells | activation, % at 5.96 µM | 340,000 compounds, 0.073% hits;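 active means activation above the mean of all tested compounds plus 3 SD, set per screening campaign, cut at about 17% in these data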
# p-CIP stab down: compounds decreasing mouse p/CIP protein stability | 290,000 compounds, 0.01% hits | AID 1984 | decrease of EGFP signal, % at 10 µM | F442A p/CIP-EGFP cells, EGFP fluorescence, 16 h;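 active means EGFP signal decrease of at least 30% at 10 µM or well 3 SD below plate mean, unless failing retest; inactive means the rest, including hits failing retest or dose response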; further: some compounds called inactive have numbers as strong as hits; many of its hits are not listed in these tables
# Target sequence (Q05BA5 1-1403): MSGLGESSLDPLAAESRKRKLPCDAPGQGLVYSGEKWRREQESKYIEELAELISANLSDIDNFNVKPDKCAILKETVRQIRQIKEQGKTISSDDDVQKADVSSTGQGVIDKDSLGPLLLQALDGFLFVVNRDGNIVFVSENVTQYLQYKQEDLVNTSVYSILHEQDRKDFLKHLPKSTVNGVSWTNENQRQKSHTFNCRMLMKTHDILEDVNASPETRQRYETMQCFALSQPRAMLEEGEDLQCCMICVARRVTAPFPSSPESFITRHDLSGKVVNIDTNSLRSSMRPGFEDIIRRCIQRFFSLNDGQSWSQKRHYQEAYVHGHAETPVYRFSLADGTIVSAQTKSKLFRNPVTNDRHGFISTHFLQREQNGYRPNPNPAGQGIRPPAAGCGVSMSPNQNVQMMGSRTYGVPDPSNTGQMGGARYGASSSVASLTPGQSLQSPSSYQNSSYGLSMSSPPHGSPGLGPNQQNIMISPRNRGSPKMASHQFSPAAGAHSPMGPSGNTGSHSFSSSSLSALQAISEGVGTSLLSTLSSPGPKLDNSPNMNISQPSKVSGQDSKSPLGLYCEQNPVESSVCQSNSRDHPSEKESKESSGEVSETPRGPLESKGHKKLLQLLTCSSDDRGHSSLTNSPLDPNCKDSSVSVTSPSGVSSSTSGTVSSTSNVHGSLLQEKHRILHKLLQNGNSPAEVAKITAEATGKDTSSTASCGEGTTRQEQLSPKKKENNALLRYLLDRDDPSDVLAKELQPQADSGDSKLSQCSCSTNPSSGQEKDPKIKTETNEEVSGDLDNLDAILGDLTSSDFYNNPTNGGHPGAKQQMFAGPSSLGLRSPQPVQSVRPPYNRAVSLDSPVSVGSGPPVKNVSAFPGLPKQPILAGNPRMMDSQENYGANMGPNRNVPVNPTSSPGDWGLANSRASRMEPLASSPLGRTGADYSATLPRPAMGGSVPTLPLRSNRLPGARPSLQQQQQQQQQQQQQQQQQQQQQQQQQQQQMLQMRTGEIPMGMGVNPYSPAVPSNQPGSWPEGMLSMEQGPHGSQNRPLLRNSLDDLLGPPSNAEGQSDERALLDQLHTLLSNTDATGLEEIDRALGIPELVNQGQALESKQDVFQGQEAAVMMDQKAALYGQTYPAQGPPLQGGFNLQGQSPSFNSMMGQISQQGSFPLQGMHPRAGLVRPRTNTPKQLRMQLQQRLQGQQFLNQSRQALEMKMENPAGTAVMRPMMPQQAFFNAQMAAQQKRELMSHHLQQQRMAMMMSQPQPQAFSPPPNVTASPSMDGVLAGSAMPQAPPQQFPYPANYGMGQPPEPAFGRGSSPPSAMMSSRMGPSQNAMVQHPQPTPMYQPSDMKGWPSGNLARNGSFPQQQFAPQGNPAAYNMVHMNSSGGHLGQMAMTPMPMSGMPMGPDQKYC
# VIM-2 inh: blocks Pseudomonas aeruginosa VIM-2 metallo-beta-lactamase; purified VIM-2, nitrocefin hydrolysis, epi-absorbance fluorescence; inhibition, % at 5.6 µM; 290,000 compounds, 0.89% hits; AID 1527;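 active means inhibition above the mean of all tested compounds plus 3 SD, cutoff set per screening run, cut at about 7.5% in these data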;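 further: red hydrolysis product quenches plate fluorescence so inhibitors raise well fluorescence; 0% = enzyme with DMSO and 100% = DMSO without enzyme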
# GalR3 antag: blocks the human galanin receptor 3; inhibition, % at 3 µM; 360,000 compounds, 0.44% hits; HEK293 GalR3-CNG cAMP membrane potential fluorescence; galR3 body fused to GalR1 C-terminus; O60755; AID 651719;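 active means inhibition above the screen-wide average plus 3 SD, cut at about 13% in these data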;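 further: forskolin and galanin both at EC90 stimulate the cells; cAMP rise reported by CNG channel membrane potential dye signal; 0% = forskolin plus galanin with DMSO and 100% = forskolin alone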
# HCV NS3 hel inh: HCV NS3 helicase inhibition; NS3 helicase DNA unwinding, Cy5 molecular beacon fluorescence; AID 1800; inhibition, % at 10.9 µM; 290,000 compounds, 0.56% hits;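 active means inhibition above the mean of all tested compounds plus 3 SD, set per campaign, cut at about 35% in these data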;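 further: 0% = DMSO wells and 100% = thioflavine S control wells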
#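 System: NS3 helicase fragment of HCV / Schedule: 1 h at 25 °C / Control set: DMSO alone as 0% and 110 µM thioflavine S as 100% / Reagent: Cy5/quencher beacon DNA duplex and ATP to start / Technique: Cy5 fluorescence / Replication: singlicate / Evaluation: % inhibition of end-to-start signal ratio versus controls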
# IMP-1 inh: blocks Pseudomonas aeruginosa IMP-1 metallo-beta-lactamase. purified IMP-1, nitrocefin hydrolysis, epi-absorbance fluorescence. inhibition, % at 5.6 µM. 290,000 compounds, 0.45% hits. AID 1556;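 active means inhibition above the mean plus 3 SD of all compounds in the same screening run, cut at about 4.5% in these data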;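 further: 0% = IMP-1 with DMSO and 100% = DMSO wells lacking enzyme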
#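 System: purified recombinant IMP-1 beta-lactamase. Medium: Zinc- and detergent-supplemented HEPES buffer, pH 7.1. Compound: one 5.6 µM dose […]. Schedule: 15 min preincubation plus 25 min reaction at 25 °C. Technique: Epi-absorbance fluorescence, 480 nm excitation, 530 nm emission.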
# UBC9 SUMO inh: blocks human SUMOylation mediated by UBC9; P63279; HTRF SUMOylation assay, SAE1/SAE2 + UBC9, in vitro; inhibition, % at 35 µM; 290,000 compounds, 0.36% hits; AID 2006; in the data active means inhibition above about 50%, passing the limit was not always enough; further: strong numbers were not always called active
# * hit, by the source's call; / = not tested or not shown.
SMILES,CRFR2-BP antag,IDE cell inh,IDE cell activ,p-CIP stab down,VIM-2 inh,GalR3 antag,HCV NS3 hel inh,IMP-1 inh,UBC9 SUMO inh
Cn1c(SCC(=O)NC2CCCCCC2)nnc1-c1cccs1,-22,3,-2,-9,-1.9,1,-3,-2.8,22
O=C1CSC(c2cccc([N+](=O)[O-])c2)N1c1ccccc1 (stereo not given),-5,1,8,2,-2.5,-3,5,-2.6,-2
O=C(Nc1ccc2c(c1)CN(Cc1ccc(CO)o1)CC2)c1ccc(C(F)(F)F)cc1,-13,-2,5,-2,1.3,-8,30,-2.1,6
CCOC(=O)c1nc(Nc2ccccc2CC)c2ccccc2n1,-18,4,-3,1,0.1,-10,12,-2.1,-3
CN(C)S(=O)(=O)c1cccc(NC(=O)C2Cc3ccccc3CN2C(=O)c2ccccc2)c1 (stereo not given),1,-1,-5,-19,-0.5,-6,-17,-2.1,1
COC(=O)C(NC(=O)c1ccc(F)cc1)(Nc1ncc(S(=O)(=O)c2ccc([N+](=O)[O-])cc2)s1)C(F)(F)F (stereo not given),58*,-2,3,-12,0.4,-6,-7,-1.3,-22
COc1ccc(N2CCN(C(=S)Nc3cc(C)cc(C)c3)CC2)cc1,13,-1,-2,-12,-7.4,3,4,-2.0,21
CC1CCc2cc(F)cc3c(O)c(C(=O)NCC4CCCO4)c(=O)n1c23 (stereo not given),-16,5,2,2,-1.4,-3,-1,2.4,5
O=C(O)c1ncc(-c2ccccc2)cn1,-4,0,-5,-6,-3.6,-1,1,-2.9,20
Cc1nnc(N2CCCC(C(=O)NCc3cccc(F)c3)C2)c2nn(-c3ccccc3)c(C)c12 (stereo not given),4,8,1,2,-1.0,-13,-32,-0.7,7
O=S(=O)(c1ccc(Cl)cc1)n1cnc2ccccc21,9,2,3,2,-3.3,-8,1,-1.1,4
Cc1ccc(-c2cc(C(=O)Nc3c(C)n(C)n(-c4ccccc4)c3=O)[nH]n2)c(O)c1,-6,-4,-5,5,-5.1,-2,-4,-3.4,-35
Oc1c(CN2CCN(c3ccccc3)CC2)cc(Br)c2cccnc12,-4,5,-3,-8,-4.6,-6,-40,-3.0,-20
Cc1ccccc1OCC(=O)NCCCNC(=O)c1ccncc1,-3,5,1,-4,1.5,-8,-8,0.2,-7
CCc1ccc(NC(=O)Cn2nc(C)n3cccc3c2=O)cc1,-13,4,-2,7,-3.7,-7,21,-4.3,-2
Cc1ncc[nH]1,10,-3,3,/,/,8,/,/,/
CCC1CCC(C(=O)NC(C(=O)NCCc2ccc(S(N)(=O)=O)cc2)C(C)C)CC1 (stereo not given),-6,-2,6,-21,-0.1,-10,-31,1.3,-1
CCC(C)CNC(=O)c1cccc(OC2CCN(CC(C)(C)C)CC2)c1 (stereo not given),-4,3,1,/,-2.0,-11,-20,-1.3,/
COc1ccc(/C=C/C=N/NC(=O)COc2ccc(OC)cc2)cc1,-5,6,-2,1,-4.0,-1,-9,-2.1,6
CC(OC(=O)c1ccc2c(=O)n3c(nc2c1)CCCCC3)C(=O)Nc1ccc(F)cc1Cl (stereo not given),-14,0,0,-7,-1.5,-7,3,-2.5,17
Cc1cccc(/N=C/c2sc3ccccc3c2O)n1,-40,1,3,-12,3.1,3,9,0.5,10
COc1ccccc1-n1nnnc1SCC(=O)NC1CCCCC1,4,2,1,4,0.2,-9,-6,-2.1,5
O=C(CN1CCN(S(=O)(=O)c2ccc(Br)cc2)CC1)c1ccc(O)c(O)c1,6,7,11,-8,2.0,-7,26,-5.1,-6
Cc1ccccc1N1C(S)=C(C#N)C(=O)NC12CCCCC2,38,-2,0,-19,0.6,2,11,-4.8,-13
CC(C)(C)S(=O)(=O)/C(C#N)=N/Nc1ccc(S(C)(=O)=O)cc1,2,0,/,-9,-4.4,-1,0,-3.1,-11
SMILES,CRFR2-BP antag,IDE cell inh,IDE cell activ,p-CIP stab down,VIM-2 inh,GalR3 antag,HCV NS3 hel inh,IMP-1 inh,UBC9 SUMO inh
CCOC(=O)C1=C(N)OC2=C(C(=O)CCC2)C1c1ccco1 (stereo not given),1,-1,1,7,-1.9,3,13,-1.2,-14
COc1ccc(-c2csc(NC(=O)c3ccccc3Br)c2C(=O)O)cc1,32,-2,3,-6,-1.8,-3,41*,-2.8,6
COc1ccc(-c2nc3ccccc3nc2-c2ccccc2)cc1OC,13,-10,3,-4,-2.4,-9,-12,-1.9,22
O=C(c1ccc(C(F)(F)F)cc1)N1CCC(=O)N(C(CO)Cc2ccccc2)CC1 (stereo not given),-11,-7,7,/,/,4,/,/,/
CC(C)N1C(=O)CCC1C(=O)N1CCN(c2ccccn2)CC1 (stereo not given),8,-1,6,5,-3.3,3,6,-0.8,5
COc1ccc(NS(=O)(=O)c2cc(N)ccc2N2CCCCC2)cc1,-4,-3,1,/,/,-10,/,/,/
CC(=O)Nc1cccc(C(=O)OCC(=O)N2CCC(c3ccccc3)=N2)c1,2,0,2,/,/,-3,/,/,/
COc1ccccc1NC(=O)Cc1noc(CSc2nnc(C)n2C)n1,-8,12,4,2,-2.0,-3,10,-1.0,9
Nc1nonc1-n1nnc(C(=O)N/N=C/c2ccoc2)c1CSc1ccc(Cl)cc1,-4,0,2,-8,0.8,-9,-6,1.4,/
CCC12C(=O)C(CC)(C(c3ccccc3)=C1c1ccccc1)[C@@H]1C(=O)N(c3ccc(C)cc3)C(=O)C12 (stereo not given in full),-32,-3,8,-4,-1.9,-5,-2,-2.8,-1
Cc1cc(N(CCO)CCO)ccc1N=Nc1cc(F)ccc1F,12,-7,9,19,-4.6,-6,-12,-5.7,0
COC(=O)CN1C(=O)C2(OCCCO2)c2ccccc21,14,0,3,-20,-0.7,-4,0,-3.2,10
O=C(OCC(=O)N1CCc2ccccc21)c1ccc[nH]c1=O,-2,0,5,-10,0.1,-5,-13,-1.5,23
CCOC(=O)[C@H](CCc1ccccc1)N[C@@H](C)C(=O)N1[C@H](C(=O)O)C[C@@H]2CCC[C@@H]21,-5,0,0,/,/,0,/,/,/
COc1ccccc1C(=O)COC(=O)c1cc([N+](=O)[O-])ccc1N1CCOCC1,22,4,0,/,/,-3,/,/,/
Cc1nn(C)cc1S(=O)(=O)N1CCN(c2ccc(F)cc2)CC1,-1,6,6,-1,-2.4,-2,-4,-2.8,-2
CC(Cc1c[nH]c2ccccc12)NC(=O)OCCCl (stereo not given),1,2,3,2,0.7,-3,-11,-2.2,-21
N/C(Cc1ccc([N+](=O)[O-])cc1)=N\OC(=O)c1ccc([N+](=O)[O-])cc1,4,1,5,0,-2.6,0,-2,-2.1,13
N=c1n(CCCOc2ccc(F)cc2)c2ccccc2n1CC(N)=O,-6,10,-1,0,-2.5,-3,0,-1.8,7
COc1ccc(S(=O)(=O)CCC(=O)Nc2cccc(OC)c2)cc1,/,2,/,21,0.1,/,-3,-0.6,2
COc1ccc(Cl)c2c1[nH]c1nc(SCc3cccnc3)nnc12,3,-4,-1,8,1.6,-2,-3,-3.3,13
Cc1ccc(S(=O)(=O)Nc2ncnc3ccccc23)cc1,2,-2,4,-11,1.0,-7,11,-2.2,12
COc1ccc(OCC(=O)Nc2sc3c(c2C(=O)NCC2CCCO2)CCC3)cc1 (stereo not given),8,2,5,-19,-0.9,-4,5,0.1,8
CCS(=O)(=O)N1CCC(NC(=O)c2ccco2)CC1,-9,-2,4,-15,-0.5,11,-1,0.5,-6
C#Cc1cccc(C(=O)N2CCCC(Nc3cccc(F)c3)C2)c1 (stereo not given),6,2,1,-10,-0.2,-3,-8,-0.3,-3

# Four structures from above, sorted by length of the SMILES, lowest first:
SMILES,CRFR2-BP antag,IDE cell inh,IDE cell activ,p-CIP stab down,VIM-2 inh,GalR3 antag,HCV NS3 hel inh,IMP-1 inh,UBC9 SUMO inh
Cc1ccccc1OCC(=O)NCCCNC(=O)c1ccncc1,-3,5,1,-4,1.5,-8,-8,0.2,-7
Cc1cc(N(CCO)CCO)ccc1N=Nc1cc(F)ccc1F,12,-7,9,19,-4.6,-6,-12,-5.7,0
COc1ccc(N2CCN(C(=S)Nc3cc(C)cc(C)c3)CC2)cc1,13,-1,-2,-12,-7.4,3,4,-2.0,21
COC(=O)C(NC(=O)c1ccc(F)cc1)(Nc1ncc(S(=O)(=O)c2ccc([N+](=O)[O-])cc2)s1)C(F)(F)F (stereo not given),58*,-2,3,-12,0.4,-6,-7,-1.3,-22

# (cont.)
SMILES,CRFR2-BP antag,IDE cell inh,IDE cell activ,p-CIP stab down,VIM-2 inh,GalR3 antag,HCV NS3 hel inh,IMP-1 inh,UBC9 SUMO inh
CCCC(=O)O[C@@H]1C[C@@H](C)N(C(=O)c2ccccc2)c2ccc(C)cc21,18,5,5,1,-2.8,-3,4,-2.9,-4
COc1ccc(OC)c(/C=C/C(=O)c2ccc3c(c2)OCCO3)c1,10,1,3,-2,-0.5,-8,-9,-2.9,6
COC(=O)c1cc(C(=O)Nn2cnnc2)cc([N+](=O)[O-])c1,-2,0,2,-8,-0.4,-6,4,0.3,7
C[C@]12CC[C@H](O)CC1=CCC1C2CC[C@@]2(C)C1CCC21OCCO1 (stereo not given in full),0,4,6,/,/,-1,/,/,/
CC(C)(C)NC(=O)NC(=O)COC(=O)Cc1c(F)cccc1Cl,-16,5,4,-6,-3.2,1,-1,-2.9,-9
O=S(=O)(c1ccccc1)[C@@]1(c2ccccc2)C[C@@H]2ON=C(c3cccc(Br)c3)[C@@H]2C1,-12,1,3,/,/,-4,/,/,/
COc1ccc(NC(=O)CN(C)CC(=O)N(CC(C)C)c2c(N)n(CC(C)C)c(=O)[nH]c2=O)cc1,-1,3,1,/,/,-4,/,/,/
CC(C)C(NC(=O)C12CC3CC(CC(C3)C1)C2)C(=O)NC1=NCCS1 (stereo not given),/,4,/,3,-2.4,/,3,-3.5,-8
Cc1cc(C)c2nc(NC(=O)c3ccc4c(c3)OCO4)sc2c1,-2,-1,-2,4,-2.6,-7,-6,-2.2,4
CCn1c(=O)c2cc(C(=O)N(C)c3ccccc3F)sc2c2ccccc21,-21,11,6,-12,-2.1,6,-4,-2.1,3
CCC(C)NC(=O)CCc1nc2ccccc2n1-c1ccccc1 (stereo not given),10,3,1,-8,-5.3,-6,8,-2.8,8
Cc1ccc(-c2nc(N)sc2-c2ccc(C)cc2)cc1,6,/,0,-15,-3.2,-2,-8,-3.9,-15
Cc1nc2ccccc2n1CC(=O)NC(C)C1CC2CCC1C2 (stereo not given),-15,0,1,-20,-3.7,-6,5,-3.9,2
O=C(O)c1cccc2[nH]c(C(F)(F)F)nc12,3,0,-4,-1,-5.4,-4,-7,-1.2,-2
C=CC#CC1(O)CC(C)N(C)CC1C (stereo not given),-11,7,6,-4,0.7,-2,22,-1.0,6
Cn1c(SCC(=O)N/N=C/c2cccs2)nc2ccccc21,-12,3,12,-11,-1.4,-4,-3,-1.7,-4
Cc1cccc(NC(=O)COC(=O)[C@@H]2CCCN2C(=O)c2cccs2)c1,3,9,-1,/,/,-2,/,/,/
N#CCc1ccc(NS(=O)(=O)c2ccc(N3CCCC3=O)cc2)cc1,-11,2,-3,-2,-1.9,-4,-6,-1.6,6
Cc1[nH]nc(S(=O)CC(=O)O)c1[N+](=O)[O-] (stereo not given),-10,1,-6,0,-1.2,0,-3,-2.9,19
